# Compound activity deposited in PubChem by several laboratories.
# bIAP inh = intestinal alkaline phosphatase (bovine) inhibition; purified bovine IAP, CDP-star luminescence, 30 min; inhibition, % at 20 µM; 190,000 tested, under 10 active; AID 1019;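 active = over 50% inhibition of intestinal alkaline phosphatase at 20 µM in the single-dose screen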
#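 test system = bovine IAP enzyme | medium = DEA buffer 100 mM, pH 9.8, with MgCl2 1.0 mM, ZnCl2 0.02 mM | detection = luminescence | dosing = single compound dose of 20 µM, 2% DMSO final | incubation = 30 min reaction at room temperature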
# Efa HMGR inh = blocks class II HMG-CoA reductase of Enterococcus faecalis. purified E. faecalis HMGR, NADPH absorbance 340 nm kinetic. inhibition, % at 10 µM. 0.41% of 190,000 active;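 active = inhibition above a set limit, the median over all tested compounds plus 3 SD, cut at about 9.5% in these data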;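 note: enzyme runs in reverse so mevalonate oxidation gives rising NADPH absorbance; 0% = complete reaction with DMSO and 100% = background rate lacking mevalonate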
# PPARg SRC3 recr = agonists of human PPARgamma SRC-3 coactivator recruitment; biochemical PPARgamma/SRC-3 coactivator recruitment assay; activation, % at 8 µM; 0.26% of 200,000 active; AID 731; in the data active = activation above about 23%;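 note: 0% = DMSO and 100% = reference agonist; some compounds past the cut are filed as inactive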
# PPARg SRC-1 ag = PPARgamma-driven SRC-1 recruitment agonism. PPARgamma-SRC-1 coactivator recruitment biochemical assay. activation, % at 8 µM. 0.41% of 200,000 active; in the data active = activation above about 19%;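 note: 0% = DMSO and 100% = reference agonist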
# S1P3 antag = antagonists of human S1P3 receptor; 0.27% of 170,000 active; Q99500; CHO S1P3 NFAT-BLA reporter, FRET fluorescence, antagonist mode; inhibition, % at 4.98 µM;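 active = inhibition above the plate cutoff, the mean inhibition of test wells on that plate plus 3 SD, cut at about 28% in these data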;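 note: cells challenged with S1P at its EC80 of 0.8 µM; blue over green emission ratio from cleaved BLA substrate after 4 h stimulation; 0% = S1P-stimulated wells and 100% = unstimulated DMSO-only wells; some compounds past the cut are filed as inactive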
# Target sequence (Q99500 whole entry, looked up): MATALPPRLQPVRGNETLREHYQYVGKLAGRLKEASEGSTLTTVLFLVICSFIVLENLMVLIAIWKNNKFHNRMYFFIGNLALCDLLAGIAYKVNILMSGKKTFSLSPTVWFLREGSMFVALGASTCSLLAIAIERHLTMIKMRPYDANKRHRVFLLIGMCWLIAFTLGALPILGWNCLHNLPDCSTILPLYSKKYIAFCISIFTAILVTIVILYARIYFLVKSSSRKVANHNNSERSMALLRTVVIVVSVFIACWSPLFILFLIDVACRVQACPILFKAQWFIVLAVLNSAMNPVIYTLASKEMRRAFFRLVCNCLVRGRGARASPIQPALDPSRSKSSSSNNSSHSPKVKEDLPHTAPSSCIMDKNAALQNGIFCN
# PPARg SRC2 recr = PPARgamma-driven SRC-2 recruitment agonism; P37231; PPARgamma LBD-SRC-2 recruitment, biochemical; activation, % at 8 µM; 0.34% of 200,000 active; AID 1032; in the data active = activation above about 22%;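 note: 0% = vehicle and 100% = reference agonist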
# DTT redox prof = compounds producing H2O2 with reducing agent – biochemical, NIH compound library profiling, artefact control for MLSCN library redox annotation, primary screen | 0.03% of 200,000 active | DTT-dependent redox cycling H2O2, phenol red/HRP absorbance; 100% = 100 µM peroxide control, 0% = buffer | activation, % at 10 µM;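 active = activation of at least 50% relative to the plate's high and low controls in the primary single-dose screen; inactive = activation below 50%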;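 note: compound incubated with DTT at 0.8 mM final as the reducing agent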
# RAM inhibit = inhibitors of the yeast RAM network | S. cerevisiae dse1pr::URA3 reporter, 5-FOA growth OD615, 2 d; analog-sensitive cbk1-as2 kinase mutant strain | inhibition, % at 50 µM | 1.8% of 190,000 active | AID 868;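 active = inhibition above a set limit, 3 SD over mean compound inhibition, cut at about 8.4% in these data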;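 note: 0% = DMSO-only wells with no growth and 100% = 10 µM 1-NA-PP1 full growth; inhibition rescues growth on 5-FOA so higher OD means more RAM inhibition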
# Lmaj promast = reduces viability of Leishmania major promastigotes | resazurin fluorescence viability | inhibition, % at 10 µM | 9% of 200,000 active | AID 1063; in the data active = inhibition above about 50%;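 note: promastigotes grown with compound for 44 hours at 28 °C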
# TR-FRET SRC-2 ct = TR-FRET artefact, counter-screen to PPARgamma/SRC-2 agonist assay; active compounds read high; 0.4% of 200,000 active; TR-FRET ratio at 8 µM; AID 1049; in the data active = TR-FRET ratio above about 2000; note: inactives centre near 1500
# ROMK primary = human ROMK K+ channel modulation, primary screen | B-score at 10 µM | P48048 | AID 1918 | Tet-inducible ROMK, thallium flux fluorescence; actives lie on both sides | 2% of 130,000 active;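 active = signal ratio slope over the read window, or its plate-corrected B-score, at least 3 SD from the plate mean, either direction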;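 note: B-score of the F/F0 ratio slope over 7 to 12 s after thallium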
# Target sequence (P48048 whole entry, looked up): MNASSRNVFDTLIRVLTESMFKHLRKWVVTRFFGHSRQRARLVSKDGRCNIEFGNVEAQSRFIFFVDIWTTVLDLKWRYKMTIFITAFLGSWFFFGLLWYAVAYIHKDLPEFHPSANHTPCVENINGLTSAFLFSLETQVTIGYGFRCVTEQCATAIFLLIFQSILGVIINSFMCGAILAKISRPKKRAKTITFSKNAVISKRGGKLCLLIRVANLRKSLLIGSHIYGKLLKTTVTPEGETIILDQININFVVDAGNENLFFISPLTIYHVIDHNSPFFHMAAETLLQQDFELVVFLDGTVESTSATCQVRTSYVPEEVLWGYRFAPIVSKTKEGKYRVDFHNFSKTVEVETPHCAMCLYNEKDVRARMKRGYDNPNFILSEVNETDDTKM
# * hit, by the source's call; x = not tested or not shown.
SMILES,bIAP inh,Efa HMGR inh,PPARg SRC3 recr,PPARg SRC-1 ag,S1P3 antag,PPARg SRC2 recr,DTT redox prof,RAM inhibit,Lmaj promast,TR-FRET SRC-2 ct,ROMK primary
COc1ccc(C(=O)NC(=S)Nc2nc(C)c(C(=O)N(C)C)s2)cc1,10,-1,7,-2,x,-6,-1.4,6.7,-8,1688,1
CCOC(=O)c1[nH]c2ccc(Cl)cc2c1NC(=O)c1nonc1C,-1,-7,2,0,x,-5,2.1,1.2,-6,1473,x
NC(=O)COC(=O)c1c2c(nc3ccccc13)CCCC2,-5,1,-2,6,10,-2,0.3,0.6,-1,1396,0.056
Nc1c(C(=O)NCc2ccccc2)c2nc3ccccc3nc2n1-c1ccc2c(c1)OCO2,-29,-1,5,1,x,7,-7.1,6.0,4,1440,x
O=C(CCSCCC(=O)NCCN1CCOCC1)NCCN1CCOCC1,4,1,2,3,-29,8,0.4,-0.7,-8,1648,x
CC(=O)C1=NN(c2ccccc2)C(c2ccc3c(c2)OCO3)N1c1ccccc1 (centres undefined),9,-6,3,4,-1,2,-0.1,0.4,10,1673,-2.3
O=C(CC1C(=O)NCCN1Cc1ccoc1)NCCCn1ncc2ccccc21 (centres undefined),-7,-2,2,-1,6,0,-1.0,0.8,0,1568,-0.038
COc1ccc2nc(N/C(N)=N/C(=S)Nc3ccc(C)c(C)c3)nc(C)c2c1,3,1,0,-5,-5,6,1.2,4.1,15,1542,x
CC(COc1ccccc1)N1CCC(CO)(Cc2ccccc2)CC1 (centres undefined),-5,1,2,9,6,6,-1.1,0.9,60*,1621,-0.32
CN(C)S(=O)(=O)N1CCc2ccccc2C1,3,0,18,7,-14,4,0.4,1.5,-4,1666,-0.56
COc1ccc(/C=N/n2cncn2)cc1CSc1ccccn1,0,-2,2,3,x,7,1.5,0.0,4,1406,0.48
CCOC(=O)CNC(=O)CSc1ncnc2c1nnn2-c1ccc(F)cc1,2,-4,1,-2,x,7,1.2,4.1,4,1669,x
COc1ccc(NCc2nnc(SCC(=O)N3CCCc4ccccc43)n2C)cc1,10,3,4,-2,-10,4,0.0,0.8,-4,1767,0.088
COc1ccccc1NC(=O)CCSc1ccc(C)cc1,24,-2,0,1,-4,5,0.5,-0.3,0,1502,-0.025
O=C1CN(S(=O)(=O)c2ccc(Cl)cc2C(F)(F)F)CCN1,6,3,-2,-1,-11,-8,-0.3,0.2,11,1550,0.31
CSc1nc2[nH]c3c(c2c2nnnn12)CCCC3,18,-1,-4,0,x,7,-0.5,2.6,46,1569,x
Cc1ccc(C(=O)/C=C/Nc2ccc([N+](=O)[O-])cc2Br)cc1,14,4,0,12,x,14,1.2,2.1,2,1804,x
CN(C)S(=O)(=O)c1cccc(C(=O)Nc2cccnc2)c1,5,-1,9,2,-10,4,1.0,0.1,-4,1569,x
Cc1noc(C)c1S(=O)(=O)N(CC(=O)O)c1ccc2c(c1)OCO2,3,2,-4,-1,16,1,1.1,1.9,-6,1486,-0.051
O=C1CSCN1c1ccc(Cl)cc1,-6,-6,0,4,-14,3,-0.5,0.0,-6,1568,-0.56

# Four compounds out of the list above, sorted by their value in ROMK primary, rising:
SMILES,ROMK primary
O=C1CSCN1c1ccc(Cl)cc1,-0.56
CC(COc1ccccc1)N1CCC(CO)(Cc2ccccc2)CC1 (centres undefined),-0.32
Cc1noc(C)c1S(=O)(=O)N(CC(=O)O)c1ccc2c(c1)OCO2,-0.051
O=C(CC1C(=O)NCCN1Cc1ccoc1)NCCCn1ncc2ccccc21 (centres undefined),-0.038

# (further entries)
SMILES,bIAP inh,Efa HMGR inh,PPARg SRC3 recr,PPARg SRC-1 ag,S1P3 antag,PPARg SRC2 recr,DTT redox prof,RAM inhibit,Lmaj promast,TR-FRET SRC-2 ct,ROMK primary
Cc1cc(C(=O)CSc2n[nH]c(N)n2)c(C)n1C1CC1,-9,-6,7,2,x,-3,1.0,0.7,19,1362,x
COC(=O)[C@@H]1CC[C@H](C)[C@@H](c2ccc(C)cc2)N1C(=O)c1ccc(/C=N/O[C@@H](C)CN2CCCCc3nc(C)c(C)cc32)cc1,11,-3,0,-1,10,5,0.3,0.0,100*,1560,1.1
CCCCCOc1ccc(C(=O)NC(C(=O)O)C(C)C)cc1 (centres undefined),16,-3,4,-1,-5,-5,1.8,0.9,-6,1634,-0.23
COc1ccc(C2=NN(C(=O)CSc3nnc(C)n3C)C(c3ccco3)C2)cc1 (centres undefined),2,-3,5,4,-4,2,-1.9,1.0,-4,1662,-0.45
CC1CC(CC(=O)Nc2nc(-c3ccccc3)cs2)C(=O)O1 (centres undefined),13,2,4,6,1,1,-1.6,0.6,11,1502,-0.46
COc1ccc(-c2[nH]ncc2Oc2ccccc2OC)c(O)c1,-23,-4,4,-3,6,13,-3.8,0.1,5,1498,x
COc1ccc(/C(C)=N/NC(=O)c2ccccc2OCc2ccccc2)c(OC)c1,0,-6,-2,2,-22,-3,-0.7,0.8,13,1538,-0.58
COc1ccc(-n2cnc3cc(NCc4ccco4)ccc32)cc1,15,-8,6,0,x,3,-0.5,1.2,90*,1474,-0.026
CCOC(=O)c1ccc(NC(=O)Cn2nnc3ccccc32)cc1,6,-2,-3,-3,x,-3,-0.4,1.4,10,1496,-1.2
COc1ccc(C(NC(C)=O)c2c(O)ccc3ccccc23)cc1OC (centres undefined),23,1,2,-5,12,2,0.3,0.7,8,1672,x
CCCCN1C(=O)C2NN=C(C(=O)OC)C2C1=O (centres undefined),1,-5,14,1,x,6,1.5,-0.2,-6,1471,x
Cc1ccc(SCCNC(=S)Nc2ccc(C)c(C)c2)cc1,8,-5,4,7,x,3,1.9,13*,9,1434,x
O=C(Nc1nc2ccccc2n1CCN1CCCCC1)C1CCCCC1,-19,3,1,5,x,6,3.5,-0.3,22,1642,x
O=C(Cn1ncc2c(=O)oc3ccccc3c21)N1CCC(N2CCCCC2)CC1,-4,0,5,3,-24,0,-2.8,0.5,-3,1586,x
COc1ccc(N2CC(C(=O)Nc3nccs3)CC2=O)cc1 (centres undefined),-2,6,-8,9,x,1,3.2,0.8,-5,1443,x
C/C(CC(=O)Nc1ccccn1)=N\NC(=O)c1ccccc1,11,-1,3,3,-7,3,-0.5,1.2,-8,1581,0.61
CCCCCCn1c(N2CCN(c3ccccc3)CC2)nc2c1c(=O)n(C)c(=O)n2C,-1,1,-6,4,-14,1,-5.0,5.0,33,1424,-0.24
CCn1nc(C)c(NC(=O)c2cnn3c(C(F)F)cc(-c4ccccc4)nc23)c1C,-7,-4,2,-6,-13,2,0.0,1.2,38,1688,0.0017
Cn1nnnc1SCC(=O)Nc1ccc(N2CCOCC2)cc1,-3,-3,3,-10,x,-3,3.6,0.0,0,1522,x
Cc1ccc(S(=O)(=O)N2CCCC2CO)cc1 (centres undefined),12,0,-3,-11,-46,3,1.8,0.6,-2,1674,x
O=C(NN1C(=O)C2C3C=CC(O3)C2C1=O)c1cccc(Br)c1 (centres undefined),-6,-2,-1,-3,-17,-6,-0.2,0.4,7,1369,0.54
CC(=O)N1CCc2cc(S(=O)(=O)Nc3cccc(C(F)(F)F)c3)ccc21,2,0,1,-1,x,3,0.3,3.1,-2,1604,-0.02
O=C(CSc1ccc(Cl)cc1)NC1CCCC1,8,1,-2,6,x,-4,1.2,-0.5,1,1703,x
O=C(Nc1cc(C(F)(F)F)ccc1N1CCOCC1)c1cccs1,11,0,11,3,x,-4,0.5,1.2,-1,1755,-0.9
Cc1ccc(C23CC4CC(CC(NC(=O)NC(C)(C)CO)(C4)C2)C3)cc1,-29,-2,3,-2,x,-7,0.8,0.3,21,1495,-0.026
CCOC(=O)c1cc2ccc(OC)cc2oc1=O,-4,2,11,0,x,6,-3.1,1.9,2,1465,x
CCCC(c1nnnn1C1CCCCC1)N1CCN(c2ncccn2)CC1 (centres undefined),4,-1,-1,7,-26,4,-0.4,1.9,-14,1624,x
COC(=O)/C(=C\Nc1ccc(Cl)cc1Cl)NC(=O)c1ccccc1,5,1,-8,0,x,-5,1.6,0.8,2,1507,1
Cc1ccc(OCC(=O)N/N=C\c2c(C)n(C)c3ccccc23)c([N+](=O)[O-])c1,-7,-3,16,5,x,7,-4.3,0.5,10,1620,1.6
CCOc1ccc(CN(C)CC(=O)Nc2cccc(S(=O)(=O)N(C)c3ccccc3)c2)cc1,14,-6,-1,6,-18,6,0.0,-0.1,74*,1863,0.32
CC(C)(C)c1cc(CNC2CS(=O)(=O)C[C@@H]2O)cc(C(C)(C)C)c1O (some centres undefined),8,-1,-4,-5,0,-3,2.7,-0.2,-3,1274,x
C/C(=N/NC(=O)c1sc(NS(=O)(=O)c2ccc(C)cc2)nc1C)c1sc(N)nc1C,-19,-4,2,16,2,8,-1.0,1.4,0,1809,1.8
CCOc1ccccc1/C=N/NC(=O)c1cccc(S(=O)(=O)N2CCOCC2)c1,-2,-3,4,2,-1,0,-1.9,0.2,0,1613,0.44
COC(=O)c1ccc2c(c1)NC(=O)C(N1CCCCC1)S2 (centres undefined),4,0,6,-3,x,12,3.0,0.8,0,1467,-0.85
Cc1cc(C)c2c(=O)n(-c3ccccc3)[nH]c2n1,2,5,0,2,14,2,-0.6,1.1,-11,1541,0.0052
CC1CCc2cc(F)ccc2N1C(=O)CN1C(=O)c2ccccc2C1=O (centres undefined),6,-4,17,-3,-1,6,1.0,-0.3,0,1608,x
COc1cccc(N2CCN(C(=O)c3cccnc3)CC2)c1,-10,-6,-2,3,14,1,0.5,0.3,-4,1480,0.3
Clc1ccc(Cl)c2sc(N3CCCC3)nc12,-3,-4,-3,2,-23,-6,-0.2,-0.1,-6,1469,-0.17
CCOC(=O)C1(CCc2ccccc2)CCN(Cc2cnc(N(C)C)s2)CC1,12,-1,-1,12,-21,5,0.6,0.4,11,1478,-0.87
Cc1ccc2cc(CN(CC3CCCO3)C(=O)NC3CCCCC3)c(=O)[nH]c2c1C (centres undefined),-9,2,-3,-3,-34,6,0.7,0.0,18,1535,-0.57

# Quoted at random: two entries already listed.
SMILES,bIAP inh,Efa HMGR inh,PPARg SRC3 recr,PPARg SRC-1 ag,S1P3 antag,PPARg SRC2 recr,DTT redox prof,RAM inhibit,Lmaj promast,TR-FRET SRC-2 ct,ROMK primary
COc1ccc(C(NC(C)=O)c2c(O)ccc3ccccc23)cc1OC (centres undefined),23,1,2,-5,12,2,0.3,0.7,8,1672,x
CCOC(=O)c1cc2ccc(OC)cc2oc1=O,-4,2,11,0,x,6,-3.1,1.9,2,1465,x

# Further structures
SMILES,bIAP inh,Efa HMGR inh,PPARg SRC3 recr,PPARg SRC-1 ag,S1P3 antag,PPARg SRC2 recr,DTT redox prof,RAM inhibit,Lmaj promast,TR-FRET SRC-2 ct,ROMK primary
c1ccc2c(c1)C(=NC1CCCCC1)NC2=NC1CCCCC1,25,-1,24,8,x,-1,0.5,3.5,100*,1660,x
Cc1cccc(C(=O)NCCc2csc(C)n2)c1,0,-7,0,5,x,-3,-1.4,3.9,-7,1705,x
CCC(=O)NC(c1cccs1)c1cc([N+](=O)[O-])c2cccnc2c1O (centres undefined),-2,2,1,3,-1,6,-0.1,2.8,8,1600,-0.93
CCCn1c(C)cc(/C=C(\C#N)C(=O)OCC(=O)NC(=O)NCC)c1C,3,-1,13,-1,x,19,-0.1,2.4,0,1665,-0.94
